# Source: PubChem
# M1 PAM parental = nonselective calcium activators in parental CHO-K1 cells, primary screen, counter-screen for M1 PAM project, cell-based, Fluo-8 calcium fluorescence, full deck, 1536-well; hit rate 0.02% among 360,000; activation, % at 3 µM; ATP EC20; 0% at ATP EC20, 100% at ATP max;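 active means activation above the run cutoff, the mean activation of all test compounds plus 3 SD, cut at about 40% in these data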;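 further: peak over basal fluorescence ratio in a 140 s read after ATP addition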
# CHRM5 antagonist = human M5 muscarinic receptor antagonists, primary screen, CHO cells, Fluo-8 calcium fluorescence; Muscarinic acetylcholine receptor M5 (Homo sapiens), P08912; CHO-hM5 cells, ACh EC80; inhibition, % at 3 µM; hit rate 0.59% among 360,000; AID 624040, 2012;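 active means inhibition above a per-plate cutoff, the mean of that plate's test compounds plus 3 SD, cut at about 27% in these data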;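 further: 0% = acetylcholine EC80 with DMSO and 100% = DMSO without agonist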
# TAAR1 ag = human TAAR1 agonists, primary screen, Fluo-8 calcium fluorescence, CHO RD-HGA16 cells. Trace amine-associated receptor 1 (Homo sapiens), Q96RJ0. vehicle wells 0%, saturating PEA agonist 100%. activation, % at 3 µM. hit rate 0.99% among 360,000;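 active means activation above the mean activation of all test compounds in the run plus 3 SD, cut at about 38% in these data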
# Target sequence (Q96RJ0 whole entry, looked up): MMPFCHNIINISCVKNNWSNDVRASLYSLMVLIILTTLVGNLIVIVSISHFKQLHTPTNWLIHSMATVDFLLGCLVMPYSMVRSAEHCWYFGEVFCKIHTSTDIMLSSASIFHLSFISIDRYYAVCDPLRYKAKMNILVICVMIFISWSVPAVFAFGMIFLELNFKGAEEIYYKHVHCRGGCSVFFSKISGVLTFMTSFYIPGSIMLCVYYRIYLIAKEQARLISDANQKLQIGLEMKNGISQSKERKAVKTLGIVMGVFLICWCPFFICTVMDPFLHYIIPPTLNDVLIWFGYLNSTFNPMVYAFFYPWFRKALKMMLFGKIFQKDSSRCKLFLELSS
#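 Benchmarks: low control DMSO, high control PEA (EC100); System: CHO RD-HGA16 cells carrying human TAAR1 plus Gα16; Detection: Fluo-8 fluorescence, 5 s baseline then 140 s kinetic read; Schedule: 17-24 h plating, Fluo-8 75 min 37 °C, 30 min RT; Read-out basis: % activation from peak over basal fluorescence ratio, DMSO-to-PEA scaled.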
# TAAR1 antag = human TAAR1 antagonists, primary screen, Fluo-8 calcium fluorescence, CHO RD-HGA16 cells. Trace amine-associated receptor 1 (Homo sapiens), Q96RJ0. antagonist. inhibition, % at 3 µM. hit rate 1.5% among 360,000. AID 624466, 2012;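 active means inhibition above a per-plate cutoff, the mean inhibition of test compounds on that plate plus 3 SD, cut at about 49% in these data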;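 further: 0% = DMSO plus EC80 beta-PEA response and 100% = DMSO alone without agonist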
#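 Test system: hTAAR1-expressing CHO RD-HGA16 cells, Gα16-coupled; Probe or stimulus: EC80 β-phenethylamine stimulus; Compound dosing: single nominal final test compound concentration of 3 µM; Timing: 140 s kinetic read after compound, 140 s after agonist; Signal: Fluo-8 calcium-sensitive fluorescence; Measure: % inhibition of agonist calcium response; Controls: DMSO and EC80 PEA controls.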
# CHRM5 agonist = human M5 muscarinic receptor agonists, primary screen, CHO-K1 cells, Fluo-8 calcium fluorescence. Muscarinic acetylcholine receptor M5 (Homo sapiens), P08912. CHO-K1 hM5 cells; 0% DMSO wells, 100% maximal acetylcholine response. activation, % at 3 µM. hit rate 0.19% among 360,000. AID 624037, 2012;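 active means activation above the run's mean over test compounds plus 3 SD, cut at about 23% in these data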;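 further: signal is peak over basal fluorescence ratio across the kinetic read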
# CRFBP-R2 agonist = agonists of CRF-BP/CRF-R2 complex, primary screen, cell-based, HEK293, calcium dye fluorescence, uHTS; CRF-binding protein / CRF receptor 2 complex (human); calcium dye fluorescence (FLIPR); percent of saturating CRF peptide response; activation, % at 13.2 µM; hit rate 0.46% among 350,000; AID 588473, 2011;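 active means activation of at least 50%, plus an integration ratio under a set limit after plate pattern correction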;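 further: plate controls were neutral control wells without compound for no effect and CRF at EC100 for full effect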
# M4 PAM = human M4 muscarinic receptor positive allosteric modulators, primary screen, CHO-K1 cells, Fluo-8 calcium fluorescence; Muscarinic acetylcholine receptor M4 (Homo sapiens), P08173; CHO-K1 hM4/Gqi5, ACh EC20; 0% = ACh EC20, 100% = maximal ACh; activation, % at 3 µM; hit rate 0.4% among 360,000;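 active means activation above its plate's cutoff, the mean activation of sample wells plus 3 SD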; further: some results filed as inactive read as strong as hits
# Target sequence (P08173 whole entry, looked up): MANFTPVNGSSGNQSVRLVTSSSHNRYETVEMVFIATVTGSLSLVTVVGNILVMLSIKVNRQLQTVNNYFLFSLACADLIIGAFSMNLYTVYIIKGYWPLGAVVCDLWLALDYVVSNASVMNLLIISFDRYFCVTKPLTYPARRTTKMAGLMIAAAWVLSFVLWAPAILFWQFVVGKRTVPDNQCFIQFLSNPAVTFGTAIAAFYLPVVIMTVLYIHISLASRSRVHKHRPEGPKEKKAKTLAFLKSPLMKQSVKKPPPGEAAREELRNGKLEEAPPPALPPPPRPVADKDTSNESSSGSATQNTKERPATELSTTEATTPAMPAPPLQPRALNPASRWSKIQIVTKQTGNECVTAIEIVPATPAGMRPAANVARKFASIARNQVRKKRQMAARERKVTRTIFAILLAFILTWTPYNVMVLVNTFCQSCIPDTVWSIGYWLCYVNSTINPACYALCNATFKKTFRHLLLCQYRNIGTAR
# CRFBP-R2 block = antagonists of CRF-BP/CRF-R2 complex, primary screen, cell-based, HEK293, calcium dye fluorescence, uHTS. CRF-induced calcium fluorescence. inhibition, % at 11.8 µM. hit rate 0.59% among 350,000;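 active means inhibition of the ligand-induced calcium signal above about 50% at the single tested concentration, limit read from the data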
# CHRM5 PAM = human M5 muscarinic receptor positive allosteric modulators, primary screen, CHO-K1 cells, Fluo-8 calcium fluorescence; Muscarinic acetylcholine receptor M5 (Homo sapiens), P08912; CHO-K1 hM5, ACh EC20 PAM; 0% = ACh EC20, 100% = ACh EC100; activation, % at 3 µM; hit rate 0.3% among 360,000; AID 624038, 2012;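 active means activation above the run cutoff, the mean activation of all test compounds plus 3 SD, cut at about 18% in these data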
#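 System: CHO-K1 hM5 cells. Reagent: acetylcholine, EC20 level. Compound dosing: single dose, 3 µM nominal final test concentration. Timing: Post-acetylcholine fluorescence recording 140 s. Detection: Fluo-8 calcium fluorescence. Read-out: % activation, ACh-normalized. Benchmarks: ACh EC20 and EC100 wells. Repeats: singlicate, one well per test compound.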
# The depositor's hits bear a star; . = no result given.
SMILES,M1 PAM parental,CHRM5 antagonist,TAAR1 ag,TAAR1 antag,CHRM5 agonist,CRFBP-R2 agonist,M4 PAM,CRFBP-R2 block,CHRM5 PAM
Nc1nc(SCC(=O)c2ccc(F)cc2)n[nH]1,-4,-2,1,-12,-2,-0.1,-6,11,-6
COc1ccc(-c2noc(CCCc3ccccc3)n2)cc1OC,2,9,0,-14,-10,13,-1,8,-3
COc1ccc(C)cc1NC(=O)CCCN1C(=S)NC(C)(C)CC1C (stereo not drawn),-9,3,13,3,1,-1.9,-7,-3,-6
O=C(Nc1ccccn1)[C@@H]1CCC(=O)N1C(=O)OCc1ccccc1,16,0,10,-2,3,-0.6,4,2,1
CCc1ccc(Nc2nnc(SCC(=O)N(C)CC(=O)Nc3ccccc3CC)s2)cc1,14,9,-2,-11,-5,-2.3,-3,-37,-8
COc1ccc(C(=O)NNC(=S)NC(=O)c2cccnc2)cc1,-4,15,2,-27,-3,-1.3,0,-2,-9
CC(O)CNc1ncnc2nc[nH]c12 (stereo not drawn),5,-6,11,-2,-9,-4.1,0,4,6
Cc1cccc(C)c1NC(=O)Cn1nnnc1N,5,0,2,-18,-1,0.0,3,-6,0
O=C(NC1CCCCC1)C(c1ccccc1F)N(Cc1ccco1)C(=O)Cn1nnc2ccccc21 (stereo not drawn),22,0,5,3,-6,-2.9,-4,14,-4
CCCC(=O)N1CCCC1(C)C(=O)NCc1c(F)ccc(C)c1F (stereo not drawn),14,-5,3,-28,0,.,-2,.,5
Cn1c(=O)[nH]c(=O)c2c1nc(SCC(=O)O)n2Cc1ccccc1,11,8,0,11,-3,-1.5,11,4,-1
CCOc1ccc(CCNC(=O)C2CC(=O)N(CCc3ccc(OC)c(OC)c3)C2)cc1OCC (stereo not drawn),-12,4,1,-7,2,-1.1,21,4,-2
COC(=O)c1ccc(C2C(Oc3ccccc3C)C(=O)N2CCc2ccc(OC)c(OC)c2)cc1 (stereo not drawn),15,8,15,27,-3,0.0,-16,-15,-9
COC(CNC(=O)CCc1c(C)nc2c(c(C)nn2-c2ccc(C)cc2)c1C)OC,11,21,0,-12,0,-0.4,-10,-2,-10
CCC(=O)N(Cc1cc2ccc(C)cc2n2nnnc12)C1CCCCC1,22,-4,8,-19,-2,-1.6,0,-20,6
COc1ccc(S(=O)(=O)CC(=O)c2cc3cccc(C)c3oc2=O)cc1,12,-8,.,.,-9,0.5,-2,-14,-3
CC(C)CCN1C(=O)c2ccccc2C1c1nnnn1C(C)C (stereo not drawn),-4,14,2,-12,0,.,-3,.,-1
COc1ccc(CN2CCN(Cc3ccc(C(F)(F)F)cc3)CC2)cc1,-5,7,2,2,-12,1.2,-10,-9,-1
O=C(Nc1ccc(F)c(Cl)c1)c1cc(C2CCCN(C(=O)C3CC3)C2)on1 (stereo not drawn),6,0,9,2,4,.,-4,.,-4
COc1ccc(/C(N)=N/OC(=O)CCc2ccccc2)cc1OC,-1,-5,4,-7,-4,-1.8,12,21,7
Cc1ccc(O)c(C2=Nc3ccccc3C2(C)C)c1,2,6,0,-10,0,-0.7,-3,-15,-4
CSCCC(C(=O)N1CC2(C)CC1CC(C)(C)C2)N1C(=O)c2ccccc2C1=O (stereo not drawn),-7,-2,2,6,-6,-4.8,7,13,-1
C/C(=N\NC(N)=S)c1ccc2c(c1)OCCO2,10,12,3,-28,8,-0.9,-27,2,-20
COCCNC(=O)CSc1c2c(nc3ccc(Cl)cc13)CCCC2,17,6,2,-4,-10,0.1,2,17,-4
COc1ccc(NC(=S)NC(=O)c2csnn2)cc1,2,5,17,-1,-2,0.7,-1,-14,-7
Cc1c(NC(=O)Nc2ccc(Cl)c(Cl)c2)sc(=S)n1C,-2,12,41*,6,7,1.5,-5,-4,-13
Cc1ccc(C)c(N(C(=O)Cn2nnc(-c3cccs3)n2)C(C(=O)NC2CCCC2)c2ccncc2)c1 (stereo not drawn),-7,-2,8,3,-1,0.0,-1,6,3
C/C(=N\NC(=O)c1ccncc1)c1cccnc1,14,-5,1,-21,-1,0.6,3,0,2
COc1cccc(CNC(=O)CCCn2nc(C)c3c(C)n(-c4ccccc4)nc3c2=O)c1,2,-5,-2,-12,-6,-1.1,8,4,-3
COc1ccc(C2=CC(=O)CC(C)(C)C2)cc1,-20,11,16,9,-7,-0.1,-4,-13,3
COC(=O)CSc1nc2c(c(-c3ccc(O)cc3)c1C#N)CCCC2,10,-9,7,11,-5,0.7,4,21,-5
Cc1ccc(C(=O)Nc2ccccc2N2CCCCC2)cc1,6,6,8,-17,1,0.9,-6,-11,0
O=c1[nH]c(SCc2nc3ccccc3c(=O)n2-c2ccccc2C(F)(F)F)nc2ccccc12,14,-2,1,-3,-2,0.1,-12,-16,-5
CCCc1cc(=O)oc2cc(C)cc(OCC(=O)N3CCC(C(N)=O)CC3)c12,3,4,2,4,2,2.6,0,4,-4
O=C(N/N=C/c1ccc(C(=O)O)cc1)C(=O)N1CCCCCC1,-6,-2,0,-6,-3,-0.6,7,7,3
COCCn1c(-c2ccc(-c3ccccc3Cl)o2)nc2c1c(=O)[nH]c(=O)n2CC(C)C,-8,-2,27,-17,-7,-0.1,5,-19,-5
CC1CCc2cc(F)ccc2N1C(=O)C1(C)CC1(Cl)Cl (stereo not drawn),-6,0,2,-8,2,-0.2,11,-35,-3
COc1cc(/C=C2\Oc3ccc(C#Cc4ccc(O)cc4)cc3C2=O)cc(OC)c1,6,16,.,.,1,0.1,4,-13,-8
Cc1onc(-c2c(Cl)cccc2Cl)c1NC(=O)NN(C)c1ccc([N+](=O)[O-])cn1,18,-6,7,-14,6,-0.3,-15,7,6
CC1(C)C=C2[C@H]3CC[C@@H]4[C@@]5(C)CCC(=O)C(C)(C)[C@@H]5CC[C@@]4(C)[C@]3(C)CC[C@@]2(C(=O)O)CC1,4,0,2,1,5,35,9,-2,9
CCC(CC)CN1CCC(CN2C(=O)C(=O)NC[C@@H]2[C@@H](C)CC)CC1,2,3,0,-36,0,-0.3,1,-11,-3
COC(=O)c1c(NC(=O)C2SC(=NC3CCCCC3)C(C(N)=O)=C2N)sc2c1CCCC2 (stereo not drawn),18,-9,-2,-19,0,-1.2,15,-23,4
Cc1ccc(NC(=O)c2sc(N)nc2C)cc1,-10,3,-2,-9,-2,-3.7,0,7,-2
O=C(/C=C/c1cccc(Cl)c1)NCc1ccccc1,6,0,2,16,-3,-0.9,5,2,6
COc1ccc(S(=O)(=O)N2CCOC2CNC(=O)C(=O)NCCCN2CCOCC2)cc1OC (stereo not drawn),4,-1,0,-3,-2,0.8,2,1,-1
CC(NC(=O)CN1C(=O)NC2(CCCCC2)C1=O)c1ccc(S(N)(=O)=O)cc1 (stereo not drawn),2,-3,0,2,-3,-0.1,3,8,-2
Cc1ccc(NC(=O)N2CCCCC2)cc1[N+](=O)[O-],5,2,7,11,-1,-0.7,5,1,2
COc1ccc(C(N)=O)cc1NC(=O)c1cccc(F)c1,7,0,2,1,0,0.6,-2,-8,3
Cc1ccc([C@H]2C[C@H](n3cc(-c4ccc(F)cc4)nn3)[C@@H](O)CN2C(=O)c2cccs2)cc1,14,-6,2,43,0,0.6,1,-20,-1
CS(=O)(=O)c1cccc(C(=O)Nc2cccc(-c3nc4ccccc4[nH]3)c2)c1,14,-16,6,47,-1,0.7,-6,4,9
# (continued)
SMILES,M1 PAM parental,CHRM5 antagonist,TAAR1 ag,TAAR1 antag,CHRM5 agonist,CRFBP-R2 agonist,M4 PAM,CRFBP-R2 block,CHRM5 PAM
CCC(C)n1c(-c2cccs2)nc2nc3ccccc3nc21 (stereo not drawn),1,0,3,-9,2,-4.1,3,27,-1
Cc1c(N2CCCC2)cc2c(c1N)C(C)(C)CC2(C)C,18,-1,9,-8,-8,-0.1,-4,-10,0
COc1ccccc1CCN=C(N)NS(=O)(=O)c1ccc(F)cc1,9,3,9,-24,-2,-0.2,-2,1,-3
Cc1ccccc1-c1cc(C(=O)Nc2sc(C(=O)OC(C)C)c(C)c2C#N)c2ccccc2n1,-4,17,16,25,6,40,-11,47,-9
CC(=O)Nc1ccc(S(=O)(=O)N2CCC(Oc3ccc(-n4cnnn4)cc3)CC2)cc1,18,6,7,22,1,-1.1,-1,4,-8
O=C(Cn1nc(-c2ccccc2)c2ccccc2c1=O)Nc1ccccn1,-2,-8,0,0,0,-1.2,-2,-3,6
Cc1cc2oc3c(c(=O)c2cc1C)C(c1ccc(F)cc1)N(CCCN1CCOCC1)C3=O (stereo not drawn),14,2,-1,15,0,-0.7,8,4,1
COc1ccc(C/C(C)=N/NC(=O)c2cc(C)oc2C)cc1,7,6,4,-8,-1,-3.4,7,-8,-1
CCOC(=O)c1c(NC(=O)COC(=O)c2ccc(S(=O)(=O)C(F)F)cc2)sc(C(=O)N(C)C)c1C,-4,9,8,47,2,0.9,-4,8,-8
COc1cc(/C=N\NC(=O)CNC(=O)C2COc3ccccc3O2)ccc1O (stereo not drawn),6,-2,2,-2,-1,0.3,8,4,1
Cc1cc(C)c2oc(-c3ccc(C)c(NC(=S)NC(=O)/C=C/c4ccco4)c3)nc2c1,-9,10,8,-27,-1,1.5,7,-1,0
Cc1cccc(Nc2c([N+](=O)[O-])ccc3nonc23)c1,-7,9,3,-27,-3,-2.0,7,6,-4
